# High-throughput results (PubChem BioAssay)
# Anthrax LF inh2: blocks Bacillus anthracis lethal factor protease; P15917; multiplex microsphere protease cleavage assay, LF; inhibition, % at 10 µM; 0.12% of 360,000 active; also: plate controls were buffer without enzyme for full effect and enzyme alone for no effect
# Target sequence (P15917 whole entry, looked up): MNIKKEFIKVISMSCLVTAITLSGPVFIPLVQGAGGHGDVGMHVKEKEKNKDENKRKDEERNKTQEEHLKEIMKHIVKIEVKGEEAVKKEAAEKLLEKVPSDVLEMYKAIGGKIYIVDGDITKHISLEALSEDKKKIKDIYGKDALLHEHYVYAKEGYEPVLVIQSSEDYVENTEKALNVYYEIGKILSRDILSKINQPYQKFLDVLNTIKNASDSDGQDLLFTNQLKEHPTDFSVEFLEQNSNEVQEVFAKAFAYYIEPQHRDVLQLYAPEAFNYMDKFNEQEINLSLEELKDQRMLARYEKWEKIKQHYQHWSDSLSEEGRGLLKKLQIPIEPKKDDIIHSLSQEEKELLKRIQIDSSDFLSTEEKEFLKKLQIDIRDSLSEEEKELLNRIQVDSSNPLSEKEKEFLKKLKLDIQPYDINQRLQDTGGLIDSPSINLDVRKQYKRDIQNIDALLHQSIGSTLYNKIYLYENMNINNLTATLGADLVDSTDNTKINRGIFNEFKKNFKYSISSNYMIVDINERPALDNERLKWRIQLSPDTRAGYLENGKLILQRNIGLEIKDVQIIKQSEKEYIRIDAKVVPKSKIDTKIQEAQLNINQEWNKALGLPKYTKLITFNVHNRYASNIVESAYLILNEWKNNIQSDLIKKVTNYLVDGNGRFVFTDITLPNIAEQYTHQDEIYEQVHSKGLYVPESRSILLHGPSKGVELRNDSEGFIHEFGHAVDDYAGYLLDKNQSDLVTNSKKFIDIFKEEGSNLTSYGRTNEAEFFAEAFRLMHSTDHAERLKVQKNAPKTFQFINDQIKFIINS
# PriA SSB inh: blocks PriA binding to SSB C-terminal tail | AlphaScreen SSBct-PriA binding, biotinylated peptide | inhibition, % at 33 µM | 0.6% of 430,000 active | AID 1272365; in the data active = inhibition mostly above about 37%, no sharp cut-off; inactive = mostly below about 20%;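 also: plate controls were negative control peptide for no effect and reference peptide for full effect; strong numbers were not always called active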
# DUSP3 inh: blocks human VHR1 dual specificity phosphatase | 0.52% of 290,000 active | recombinant VHR phosphatase, pNPP absorbance | inhibition, % at 13.3 µM | P51452; in the data active = inhibition above about 50%; also: some compounds called inactive have numbers as strong as hits
# Target sequence (P51452 whole entry, looked up): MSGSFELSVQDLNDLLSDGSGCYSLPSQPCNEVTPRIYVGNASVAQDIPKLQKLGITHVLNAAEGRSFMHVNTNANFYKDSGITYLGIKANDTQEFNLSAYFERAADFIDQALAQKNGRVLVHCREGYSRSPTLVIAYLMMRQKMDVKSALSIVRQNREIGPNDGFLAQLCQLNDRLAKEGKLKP
# BoNT F protease: inhibitors of Botulinum neurotoxin F light chain protease | 0.22% of 360,000 active | Multiplex microsphere protease cleavage assay, flow cytometry | inhibition, % at 10 µM | AID 588497; in the data active = inhibition above about 35%, passing the limit was not always enough; inconclusive = no clear call, values can overlap the other calls; also: plate controls were buffer without enzyme for full effect and enzyme alone for no effect
# PrPC TRFRET: cell surface PrPC inhibition, primary TR-FRET screen; P04156; TR-FRET read-out; inhibition, % at 13.8 µM; 0.43% of 370,000 active; AID 720596; in the data active = inhibition above about 24%; also: 0% = median of the test wells and 100% = reference compound wells
# Rv3671c protease: inhibitors of M. tuberculosis serine protease Rv3671c; 0.048% of 320,000 active; inhibition, % at 5.96 µM; P9WHR9; in the data active = inhibition above about 38%;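 also: extracellular domain of Rv3671c used as enzyme; 0% = enzyme with DMSO and 100% = no enzyme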
# BoNT A protease: BoNT A light chain protease inhibition; multiplex microsphere protease substrate cleavage, flow cytometry; 0.17% of 360,000 active; inhibition, % at 10 µM; also: plate controls were buffer without enzyme for full effect and enzyme alone for no effect
# CCHFV vOTU inh: CCHFV vOTU protease inhibition. 0.55% of 370,000 active. inhibition, % at 11.5 µM. AID 651958. Pep-AMC fluorescence; in the data active = inhibition above about 30%; also: 0% = vehicle wells with enzyme and 100% = no enzyme wells
# 3CLpro inhibitor: SARS-CoV 3CLpro protease inhibition | P0C6X7 | recombinant SARS-CoV 3CLpro, quenched FRET peptide cleavage | inhibition, % at 6 µM | 0.14% of 290,000 active; in the data active = inhibition above about 12%
# MazEF act: increases E. coli MazEF RNase cleavage of RNA; P0AE70; FAM/BHQ RNA-DNA oligo cleavage fluorescence, 5 h; activation, % at 20 µM; 0.32% of 350,000 active; AID 504720; in the data active = activation above about 50%
# Target sequence (P0AE70 whole entry, looked up): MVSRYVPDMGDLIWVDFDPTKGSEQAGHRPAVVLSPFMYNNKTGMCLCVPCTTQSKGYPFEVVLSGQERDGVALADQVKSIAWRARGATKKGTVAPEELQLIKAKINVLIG
# Starred values were filed as active, the others as inactive; ? = inconclusive; / = not tested or not shown; & = joins results of further samples. Rule as the data show it, unless noted: active = inhibition above about 30%; inconclusive = no clear call, values can overlap the other calls; inactive = below that. These rows are one share of the data. The share of hits here may be higher or lower than overall.
SMILES,Anthrax LF inh2,PriA SSB inh,DUSP3 inh,BoNT F protease,PrPC TRFRET,Rv3671c protease,BoNT A protease,CCHFV vOTU inh,3CLpro inhibitor,MazEF act
COC(=O)Cn1cnc2c(nnn2-c2ccc(C)cc2)c1=O,-5,-9,-1,3,6,-12,-0.8,-7,-3,5
CC(C)(/C=N/O)N(O)C=C1C=CC(=O)C=C1,-2,/,16,-1,-4,12,1.9,2,2,-1
CN1CCN(S(=O)(=O)c2ccc(NS(=O)(=O)c3ccccc3)cc2)CC1,-1,-13,10,-4,-2,-7,-1.1,4,-4,-10
N#C/C(=C\c1ccc(-c2ccc(F)cc2)o1)C(=O)Nc1nc(-c2cccs2)cs1,3,-1,-9,1,1,4,1.2,2,2,128*
CC1(C(=O)NCc2ccccc2)CCC(=O)N1C1CCN(Cc2ccccc2)CC1 (centres undefined),1,/,/,2,-4,/,-1.0,21,/,/
O=c1c2c(-c3ccco3)csc2nc(SCc2cn3cccnc3n2)n1-c1ccccc1,-4,-4,6,15,6,-20,0.5,4,2,-4
CC1CCCC(C)N1/N=C/c1ccc(O)cc1 (centres undefined),-6,/,33,?,2,5,-5.5,-3,2,-1
CSCCC(NC(=O)C1CCC(C)CC1)C(=O)OCC(=O)c1ccc(Cl)cc1 (centres undefined),-1,4,-8,16,-4,5,1.6,11,-1,-15
CN1CCN(C(=O)Nc2ccc3c(c2)N(C)C(=O)c2ccccc2S3)CC1,0,6,36,-4,8,0,0.5,0,1,-6
CCC(C)NCCOCCOc1ccc(F)cc1 (centres undefined),-8,-5,20,-9,-5,6,-1.4,-20,-1,-2
CCOc1ccc(NS(=O)(=O)c2ccc(C(=O)N(C)CC(=O)Nc3cccc(OC)c3)cc2)cc1,-4,-3,/,1,-10,/,0.5,15,/,2
COc1ccc(-n2nc(C(=O)NCC(=O)NCCN(C)C)c3ccccc3c2=O)c(OC)c1,0,4,13,-19,-5,-1,-1.4,-15,0,4
O=C(NCSc1ccccc1)c1ccccc1,-5,-11,/,-5,-5,6,0.2,-2,/,4
CCCn1c(C)cc(C(=O)COC(=O)c2nccnc2N)c1C,-4,13,10,-7,-3,-3,-0.7,-13,2,6
CCc1ccc(-c2nc(CS(=O)CC(=O)NCCc3ccccc3)c(C)o2)cc1 (centres undefined),6,8,17,1,-1,3,3.4,14,-1,4
Cc1ccc2c(C)c(C(=O)N(C)Cc3nccn3C)oc2c1C,-2,5,40,0,-5,-1,-0.7,-4,4,2
C[C@H](NC(=O)c1ncn2c1c(=O)[nH]c1ccccc12)c1ccccc1,-5,/,/,0,2,/,-0.3,-22,/,9
COc1ccc(C(CCN2CCOCC2)c2c(O)cc(OC)cc2OC)cc1 (centres undefined),-4,1,30,0,-10,-4,-0.3,-1,/,5
COc1ccc2[nH]c3nc(SCC(=O)NNC(=O)c4ccc(OC)c(OC)c4)nnc3c2c1,-2,-5,32,0,-8,-10,0.8,-5,5,4
COc1ccc(CN2CCN(C(=O)c3ccccc3C(=O)c3ccccc3)CC2)cc1F,2,/,/,7,2,/,0.0,8,/,-2
COc1ccc(OC)c(N(CCN2C(=O)c3ccccc3C2=O)C(=O)CCl)c1,-3,/,/,-2,-2,/,-0.5,3,/,8
CCN(CC)C(=O)[C@H]1C[C@H](CC(=O)NCc2ccc(OC)c(OC)c2)C(=O)N2CCc3c([nH]c4cc(CCC(=O)N(C)C)ccc34)[C@]12C,2,4,/,-9,-2,/,-0.1,1,/,0
COCCN(CC1CCCN(C2Cc3ccccc3C2)C1)C(=O)CSC (centres undefined),11,-9,66,?,-7,-6,-1.1,4,-6,0
CC(C)(C)c1ccc(C(=O)NNC(=S)NCc2ccco2)cc1,16,8,13,?,8,3,-3.8,-4,-2,3
COc1ccc(NC(=O)c2nc3nc(C)cc(C(F)F)n3n2)cc1OC,9,-6,2,4,-2,-2,0.4,8,-4,3
CN1CCN(C(=S)c2ccc(Cl)cc2)CC1,-2,-12,42,-33,-5,3,-0.4,9,7,-1
O=C(CC1C(=O)NCCN1Cc1ccoc1)NCCc1ccc(Cl)cc1 (centres undefined),-9,-11,-3,0,5,2,-0.5,3,1,-10
CCn1c(C(=O)O)c(CC(=O)Nc2ccccc2OC)c2ccccc21,10,3,11,?,17,2,-1.6,-2,-1,6
CC(C(=O)NCCN1CCOCC1)(c1ccccc1)c1ccccc1,-2,-13,17,0,10,7,-0.4,-6,-1,7
OC1(c2ccc(F)cc2)CSC(=Nc2cccnc2)N1Cc1ccco1 (centres undefined),4,14,9,0,5,-2,-0.5,1,5,-2
COc1ccc(/C=C/C(=O)Nc2ccc(OC)nc2)cc1,-1,-1,-14,-2,-6,2,0.0,12,3,-5
C/C(=N\NC(=O)c1cccc(S(=O)(=O)Nc2ccccc2Cl)c1)c1ccc(-n2ccnc2)cc1,1,/,-10,22,2,-52,-0.6,10,7,3
CSc1nsc(SC)c1C(=O)N1CCN(S(=O)(=O)c2ccc(C)cc2)C1C(C)C (centres undefined),-1,9,22,-2,0,-2,0.2,1,3,-5
O=C(Nc1cccc(-c2nc3ncccc3o2)c1)c1sc2cc(Cl)ccc2c1Cl,0,-15,4,2,-1,-6,?,-7,3,-64
COc1ccc(C(C)C)cc1-c1cc(C(=O)NCc2cccc(C(F)(F)F)c2)[nH]n1,-1,/,/,-4,10,/,-0.3,18,/,/
COc1cc(NC(=O)Nc2ccc(Cl)c(Cl)c2)c(C(=O)O)cc1OC,-1,-6,0,-8,-3,16,-1.3,-23,9,-8
COc1cc(/C=C2\C(=N)N3N=CSC3=NC2=O)ccc1OS(=O)(=O)c1ccccc1[N+](=O)[O-],4,-5,10,12,-5,-3,-2.1,13,-2,-3
CCCCCCCCCC[n+]1cccc2c3ccccc3ccc21,-5,-4,21,-4,24,/,0.2,-61,-2,-9
CC(C)OP(=O)(c1ccc(N(C)C)cc1)C(O)c1ccccc1 (centres undefined),-2,11,21,8,0,-4,0.5,-8,3,2
COc1ccc(OC)c2c(C)c(C)[nH]c12,-6,-8,16,?,7,7,-0.7,-17,-2,7
Cc1ccc(NC(=O)OCc2cncs2)cc1,-3,-10,1,10,-2,3,0.2,5,4,1
O=C(O)c1ccccc1CSc1ncccc1C(=O)O,-4,-15,37,-6,-7,-9,-1.0,-3,-1,7
CCN(C(=O)CSc1nc2scc(-c3ccccc3)c2c(=O)n1N)C1CCS(=O)(=O)C1 (centres undefined),-2,0,/,11,2,/,0.0,-8,/,8
O=C(c1cc(S(=O)(=O)N2CCN(c3ccccc3)CC2)ccc1Cl)N1CCCCCCC1,-6,14,/,-15,7,2,-7.0,0,/,1
CCOc1ccc(NC(=O)COC(=O)c2cc(C)oc2C)cc1,-2,-2,/,-10,2,-12,-1.7,-2,/,-5
COc1ccc(-c2cn(-c3ccc(OC)cc3)c3[n+]2-c2ccccc2CC3)cc1,0,-2,28,2,10,-7,-0.3,-14,0,14
CCC1CCCCN1CCCNC(=O)CN1C(=O)CSc2ccc(S(=O)(=O)N3CCOCC3)cc21 (centres undefined),-3,-2,-2,0,3,2,-0.1,-4,-3,-1
CCOC(=O)C1=CCC(c2ccc(C#N)cc2)N(S(=O)(=O)c2ccc(C)cc2)C1 (centres undefined),-3,/,/,-10,3,/,2.5,18,/,/
CCSC1=NCCN1S(=O)(=O)c1ccccc1,-1,-5,-20,-1,-13,0,0.3,-4,-4,0
CN(C)C(=O)Oc1cccc(OCc2n(C)c3ccccc3[n+]2C)c1,-8,0,7,0,4,-2,-0.7,1,4,2
CN1CCC(OC(=O)Cc2ccccc2)CC1,-1,-15,8,-2,6,1,-0.3,2,1,2
CNC(=S)Nc1cc2oc3ccccc3c2cc1OC,-1,1,4,3,2,/,1.6,-5,4,1
O=C(c1noc2c1CCCCC2)N1CCOCC1,0,-31,-4,-4,/,-3,-0.2,/,4,-3
NCCSC1CC(=O)N(Cc2ccc(F)cc2)C1=O (centres undefined),-1,-6,32,-4,-1,0,-0.1,-7,5,5
O=C(CSc1nc2ccccc2c(=O)n1Cc1ccc(Cl)cc1)NCc1cccs1,-2,-4,2,-1,-4,-17,0.2,15,3,-9
CCCNC(=O)[C@@H]1CCCN1C(=O)C1CCN(S(=O)(=O)c2ccc(C)cc2)CC1,2,-7,-22,-2,-1,-3,-1.7,-1,-6,2
O=C(NC1CCCCCC1)c1ccc(CS(=O)(=O)Cc2ccc(F)cc2)o1,-2,3,4,0,-2,-3,1.5,8,-4,5
COCCN1C(=O)c2ccccc2C1c1nnnn1C(C)C (centres undefined),-4,/,/,-7,-4,/,0.2,18,/,/
CCOC(=O)N1CCN(C(=O)c2cc3cc(OC)c(OC)cc3[nH]2)CC1,-6,-2,-7,5,-2,/,-0.3,-4,-1,-8
Cc1ccc(CNC(=O)CSc2n[nH]c(N)n2)cc1,-2,-5,6,-4,-5,15,-0.8,6,9,-6

# Record cards, as listed above.
# C/C(=N\NC(=O)c1cccc(S(=O)(=O)Nc2ccccc2Cl)c1)c1ccc(-n2ccnc2)cc1 across the screens: Anthrax LF inh2: 1; PriA SSB inh: /; DUSP3 inh: -10; BoNT F protease: 22; PrPC TRFRET: 2; Rv3671c protease: -52; BoNT A protease: -0.6; CCHFV vOTU inh: 10; 3CLpro inhibitor: 7; MazEF act: 3
# CCOc1ccc(NS(=O)(=O)c2ccc(C(=O)N(C)CC(=O)Nc3cccc(OC)c3)cc2)cc1 across the screens: Anthrax LF inh2: -4; PriA SSB inh: -3; DUSP3 inh: /; BoNT F protease: 1; PrPC TRFRET: -10; Rv3671c protease: /; BoNT A protease: 0.5; CCHFV vOTU inh: 15; 3CLpro inhibitor: /; MazEF act: 2

# Further entries follow.
SMILES,Anthrax LF inh2,PriA SSB inh,DUSP3 inh,BoNT F protease,PrPC TRFRET,Rv3671c protease,BoNT A protease,CCHFV vOTU inh,3CLpro inhibitor,MazEF act
Cc1nc(C)c(C(=O)O)s1,-9,-14&7&11,-4,-2,1,-5,0.1,5,1,-31
CC1CC(C)(C)NC(=S)N1CCC(=O)N1CCc2ccccc21 (centres undefined),1,0,12,-2,1,-12,-0.3,-3,3,3
O=C(O)Cc1c(O)ccc2ccccc12,-3,-4,1,?,-1,-2,-0.7,5,-4,3
COc1ccc([C@H]2CC(=O)C=C(c3ccc(-c4ccccc4)c(F)c3)C2)cc1OC,-6,-10,/,-3,-3,0,0.0,9,/,-6
CCCCSc1nnc(CSc2nc3nc(C)cc(C)n3n2)o1,-4,-13,-2,4,0,1,0.0,9,0,-16
CCCCCCN1CC(C(=O)OCC)C(=O)C1=O (centres undefined),-1,2,7,0,9,-18,-0.3,9,3,-3
N#CC1=C(N)C(C#N)(C#N)C(c2cccnc2)C2CN(C(=O)OCc3ccccc3)CC=C12 (centres undefined),-5,-7,27,3,1,-1,-0.2,5,3,7
Nc1nc(SCC(=O)c2c(N)n(C3CC3)c(=O)[nH]c2=O)n[nH]1,?,3,/,?,6,/,?,-7,/,5
Cc1cc(C(=O)COc2ccc(C#N)cc2)c(C)n1-c1ccc2c(c1)OCO2,-4,-6,-4,-4,0,-3,-0.6,-7,2,15
O=C(COc1cccc(C(F)(F)F)c1)Nc1cccnc1,0,-22,21,3,5,0,0.4,7,7,5
COc1ccccc1CC(=O)NC1CCCc2ccccc21 (centres undefined),1,-11,13,0,10,-9,0.8,-3,5,1
CCNC(=O)CN(c1ccc(C)cc1)S(=O)(=O)c1ccc(SC)cc1,?,-8,-8,?,4,-1,?,-6,-5,1
COC(=O)c1ccc(C(c2c(C)[nH][nH]c2=O)c2c(C)[nH][nH]c2=O)cc1,-9,-7,10,-8,5,-6,-3.7,-6,1,0
O=C(NNS(=O)(=O)c1ccc(Br)cc1)c1sccc1-n1cccc1,-15,-20,26,0,10,1,-1.7,16,-1,9

# Filtered by structure, those above containing a CF3 group
SMILES,Anthrax LF inh2,PriA SSB inh,DUSP3 inh,BoNT F protease,PrPC TRFRET,Rv3671c protease,BoNT A protease,CCHFV vOTU inh,3CLpro inhibitor,MazEF act
COc1ccc(C(C)C)cc1-c1cc(C(=O)NCc2cccc(C(F)(F)F)c2)[nH]n1,-1,/,/,-4,10,/,-0.3,18,/,/
O=C(COc1cccc(C(F)(F)F)c1)Nc1cccnc1,0,-22,21,3,5,0,0.4,7,7,5
